Assay outcomes from PubChem BioAssay.
PI4K2A inh: PI4K2A (human) kinase inhibition; Q9BTU6; purified PI4K2A, ADP-Glo luminescence, 1 h; stronger effect = lower value; activity change, negative = inhibition, % at 76.9 µM; 420,000 compounds, 0.13% hits; in the data active = activity change below about -50%; inconclusive = mostly about -30% to -49%;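 also: -100% = wells without enzyme as full effect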
Target sequence (Q9BTU6 whole entry, looked up): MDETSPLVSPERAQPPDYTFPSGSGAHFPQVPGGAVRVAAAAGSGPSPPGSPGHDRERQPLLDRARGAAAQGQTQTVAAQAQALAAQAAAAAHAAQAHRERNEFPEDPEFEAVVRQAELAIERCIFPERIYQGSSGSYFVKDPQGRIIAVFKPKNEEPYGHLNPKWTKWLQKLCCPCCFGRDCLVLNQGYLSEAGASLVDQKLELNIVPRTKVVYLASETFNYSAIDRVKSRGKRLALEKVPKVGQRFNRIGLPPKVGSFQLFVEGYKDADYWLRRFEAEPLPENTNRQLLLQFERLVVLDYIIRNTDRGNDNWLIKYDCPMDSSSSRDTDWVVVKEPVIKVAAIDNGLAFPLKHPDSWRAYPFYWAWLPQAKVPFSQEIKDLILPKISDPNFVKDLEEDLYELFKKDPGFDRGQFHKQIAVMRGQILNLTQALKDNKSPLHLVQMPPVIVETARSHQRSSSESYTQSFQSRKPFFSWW
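Compounds are screened against recombinant PI4K2A using PI as substrate and ATP, the latter dispensed at 300 microM. Reactions run one hour at ambient temperature before ADP-Glo detection; full inhibition defined by wells lacking enzyme.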
G9a inh: G9a (human) methyltransferase inhibition; Potency, µM (highest dose often 102 µM), without a hit: at the top dose activity, negative = inhibition, usual class: inhibitors; G9a H3K9 monomethylation, AlphaScreen, 2 h; Q96KQ7; AID 504332; 350,000 compounds, 8.8% hits; also: potency is read from the fitted curve at half-maximal effect; % is scaled to controls: 0 for no effect and ±100 for the full control effect; nearly all actives have a fitted effect of over 75% in size
Target sequence (Q96KQ7 913-1193 limits assumed): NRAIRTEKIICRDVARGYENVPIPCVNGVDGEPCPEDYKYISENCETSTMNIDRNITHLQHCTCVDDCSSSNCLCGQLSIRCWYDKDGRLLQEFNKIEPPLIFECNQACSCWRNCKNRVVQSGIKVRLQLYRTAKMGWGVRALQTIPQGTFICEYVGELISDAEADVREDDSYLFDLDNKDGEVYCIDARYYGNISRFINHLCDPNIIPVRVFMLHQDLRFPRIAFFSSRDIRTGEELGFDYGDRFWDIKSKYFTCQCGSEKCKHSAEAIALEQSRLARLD
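G9a (20 nM) was preincubated 15 min with compound, then reacted 2 h at room temperature with 500 nM biotin-H3K9 peptide and 20 µM SAM. Monomethyl-H3K9 detected by AlphaScreen using anti-H3K9me1 antibody.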
RGS4 inhibitor: human RGS4 inhibition; P49798; 390,000 compounds, 0.039% hits; Transcreener GDP fluorescence polarization, RGS4-accelerated GTP hydrolysis; Potency, µM (top dose mostly 114 µM), for the others: top-dose activity change, negative = inhibition, most hits filed as inhibitors; also: potency is read from the fitted curve at half-maximal effect; % is scaled to controls: 0 for no effect and ±100 for the full control effect; nearly all actives have a fitted effect of over 75% in size; some results filed as inactive show a strong effect at the top dose
Target sequence (P49798 whole entry, looked up): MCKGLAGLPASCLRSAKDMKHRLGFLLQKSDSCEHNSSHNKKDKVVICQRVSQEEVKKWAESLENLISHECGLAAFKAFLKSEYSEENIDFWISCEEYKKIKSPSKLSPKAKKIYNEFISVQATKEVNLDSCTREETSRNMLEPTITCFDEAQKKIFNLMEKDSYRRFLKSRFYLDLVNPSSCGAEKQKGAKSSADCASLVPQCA
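MLSMR compounds (23 nl, pin-transferred) preincubated 10 min at room temperature with a 500nM (2x) first reagent, then RGS4 at 900nM (2x) plus Transcreener GDP mix added; fluorescence polarization (620/688 nm) read before and after 90 min at 30 °C.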
12-LOX inh: ALOX12 (human) lipoxygenase inhibition. 580,000 compounds, 1.1% hits. Potency, µM (doses to about 108 µM), for inactives: top-dose activity change, negative = inhibition, actives largely listed as inhibitors. P18054. purified 12hLO, xylenol orange hydroperoxide absorbance; also: potency is read from the fitted curve at half-maximal effect; % is scaled to controls: 0 for no effect and ±100 for the full control effect
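Hydroperoxide product was detected by ferrous iron/xylenol orange as the 573 to 405 nm absorbance ratio. Arachidonic acid at 40 uM (final) was turned over for 30 min at room temperature by 150 nM human 12hLO, pH 7.0 Hepes buffer, after 15 min compound preincubation.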
BAZ2B block: inhibitors of human BAZ2B bromodomain | AlphaScreen BAZ2B-H3K14Ac peptide displacement | Potency, µM (doses to about 114 µM), for inactives: at the highest dose activity change, negative = inhibition, actives largely listed as inhibitors | 360,000 compounds, 4.4% hits; also: potency is read from the fitted curve at half-maximal effect; % is scaled to controls: 0 for no effect and ±100 for the full control effect; nearly all actives have a fitted effect of over 60% in size
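BAZ2B (50 nM) with biotin-H3(5-23)K14Ac peptide (50 nM) in PBS pH 7.4, 0.01% Tween-20, preformed 30 min, then compound 30 min at room temperature; top concentration 110uM. AlphaScreen streptavidin donor/nickel chelate acceptor beads (10 ug/mL final), 20 min dark, signal read.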
ERG Ets-DNA blk: blocks human ERG Ets domain binding to DNA; fluorescence polarization, His-ERG Ets domain / labelled DNA; 370,000 compounds, 0.028% hits; AID 624246; Potency, µM (highest dose often 76.9 µM), for inactives: top-dose FP activity, negative = inhibition, actives largely listed as inhibitors; active = well fitted inhibition curve with a large enough effect in the polarisation, with a control signal flat; inconclusive = small, poorly fitted or top-dose-only effect, or effect the other way, or a change in a side signal; inactive = no such curve, though single readings can be large or run the other way; the % refers to the polarisation;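 also: polarization taken with two DNA probes labelled with fluorescein and Texas red; potency is read from the fitted curve at half-maximal effect; % of control where 0% means no effect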
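His-tagged ERG Ets domain (1 uM in the protein solution; 300mM KCl, 50mM Tris-HCl, 1mM EDTA, 1mM DTT, pH 7.5) received compound, then a probe mix of 5 nM fluorescein-DNA and 100nM Texas-615-DNA. Fluorescence polarization was read for both dyes.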
HP1b chromo inh: inhibitors of HP1-beta chromodomain binding to methylated histone tails; 390,000 compounds, 0.56% hits; Potency, µM (titrated, usually from 114 µM), for inactives: at the top dose activity change, negative = inhibition, hits mostly inhibitors; AlphaScreen HP1-beta / biotin-H3K9me3 peptide binding; also: potency is read from the fitted curve at half-maximal effect; nearly all actives have a fitted effect of over 70% in size; inactives centre near 23
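HP1-beta protein (50 nM final) preincubated 30 min at room temperature with biotinylated H3(1-18)K9me3 peptide (50 nM) in PBS pH 7.4, 0.01% Tween-20, then compound added for 30 min. AlphaScreen streptavidin donor/nickel chelate acceptor beads (10 ug/mL final), 30 min dark, luminescence read.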
GLS inh: glutaminase GLS (human) inhibition; O94925; GLS enzymatic activity, qHTS titration; Potency, µM (top dose mostly 45.5 µM), for inactives: at the highest dose activity change, negative = inhibition, usual class: inhibitors; 410,000 compounds, 0.21% hits; AID 624170; also: potency is read from the fitted curve at half-maximal effect; % is scaled to controls: 0 for no effect and ±100 for the full control effect
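Human kidney-isoform GLS in 45 mM KH2PO4 pH 8.2, 0.02% Tween-20, with compound, started with 1mM L-Glutamine (added stock). Glutamate oxidase/HRP/Amplex red coupled fluorescence read at start and after 30 min at RT.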
JMJD2A Tudor: inhibitors of human JMJD2A Tudor domain. O75164. AlphaScreen JMJD2A-Tudor / H3K4me3 peptide binding. Potency, µM (titrated, usually from 114 µM), for the others: at the top dose activity change, negative = inhibition, usual class: inhibitors. 390,000 compounds, 4.4% hits. AID 504339; also: potency is read from the fitted curve at half-maximal effect; % is scaled to controls: 0 for no effect and ±100 for the full control effect; nearly all actives have a fitted effect of over 50% in size
An asterisk follows results filed as active; u = inconclusive; x = no result given; & = joins results of further samples; [ ] = remark or other dose. Unless noted, calls follow the shape of the dose curve; as a rule, active = well fitted curve in the direction sought with a large enough effect; inconclusive = small, poorly fitted or top-dose-only effect, or another doubt; inactive = no such curve, though single readings can be large; an effect the other way counts as inactive or inconclusive. These rows are one share of the data. The share of hits here may be higher or lower than overall.

BAZ2B block,JMJD2A Tudor,12-LOX inh,PI4K2A inh,ERG Ets-DNA blk,HP1b chromo inh,GLS inh,RGS4 inhibitor,G9a inh,SMILES
-22%,-1%,-5%,4,-2%,18%,0%,-16%,-3%,COC(=O)Cc1ccc(NC(=S)N2CCN(c3ccc(OC)cc3)CC2)cc1
-2%,-8%[57.1 µM],-23%,7,3%,10%,-6%,30%[11.4 µM],24%[59 µM],C=CCn1c(SCC(=O)NCc2ccc3c(c2)OCO3)nnc1C1CCCCC1
8%,-15%,1%,-6,-5%,13%,-2%,-1%,17%[59 µM],Cc1cc(C)c(NC(=O)c2cn3c4c(c(N5CCN(C)CC5)c(F)cc4c2=O)OCC3C)c(C)c1 (stereo not drawn)
-12%,1%,3%,0,-1%,49%[activator],-5%,-22%,0%,CN1CCN(c2cc3c(cc2F)c(=O)c(C(=O)O)cn3CCF)CC1
-3%,-6%[57.1 µM],0%,3,7%,37%,21%,-1%,18%[59 µM],CCOc1cc(/C=N/O)ccc1OCc1ccc(C)cc1
u,u,-16%,3,10%,u,30%,7%,u,COc1ccc(C(=S)Nc2ccc(N(C)C)cc2)cc1
9%,-14%,-13%,-4,x,25%,-6%,-26%,-15%[59 µM],CCCSC(=S)NC1CCS(=O)(=O)C1 (stereo not drawn)
-3%,-10%,4%,-4,12%,58%[activator],-2%,-17%,x,Cc1ccc(Cl)c(OCC(=O)Nc2ccccc2C(=O)NC2CC2)c1
-12%,-24%,0%,2,4%,-9%,2%,13%,-51%,OCCN(CCO)c1ncnc2c1sc1nc(N3CCOCC3)c3c(c12)CCCC3
-5%,-1%,1%,0,6%,8%,0%,19%,u,CCOc1ccc(OCCSc2nc3ccccc3c(=O)[nH]2)cc1
-2%,-8%,3%,8,-13%,42%[activator],0%,13%,-8%[59 µM],O=C(COC(=O)Cc1ccc(Cl)cc1)NCc1ccc(F)cc1
u,u,0%,28,-3%,-23%,0%,-18%,u,O=[N+]([O-])c1cc(S(=O)(=O)C(F)(F)F)ccc1Sc1nc2ccccc2[nH]1
-4%[57.1 µM],-6%,8%,-13,-3%,59%[activator],1%,-7%[56.9 µM],1%,COCCNC(=O)Cn1ccc2cc(S(=O)(=O)N3CCCCC3)ccc21
x,-22%,-4%,3,-6%,24%,0%,17%,x,C=C(C)C(O)COc1c2occc2c(OC)c2ccc(=O)oc12 (stereo not drawn)
u,-34%,-43%,-4,-2%,-14%,-9%,-29%,-51%,CCOc1ccccc1NC(=O)Cn1ncc2ccc([N+](=O)[O-])cc21
-2%,-6%,4%,-5,-8%,33%,1%,-13%,x,Cc1ccc(NC(=O)NNC(=O)c2cc3ccccc3cc2O)cc1C
-13%,-11%,-24%,-16,-1%,17%,14%,-28%,2%,CC(=O)Nc1ccc(NC(=S)Nc2ccc(F)cc2)cc1
9%,3%,0%,-2,-6%,23%,5%,-47%,50µM*,CCN(CC)S(=O)(=O)c1cccc(-c2nnc(SCc3nnc(-c4cccs4)o3)n2N)c1
u,-32%,0%,-3,-5%,7%,8%,-10%,-36%[59 µM],C/C(=C/C(=O)N1CCc2ccccc21)C(=O)O
4%,-9%,-14%,7,-10%,24%,2%,22%,-44%[12.7 µM],O=C(CCc1ccccc1)Nc1ccncc1
u,-15%,5%,-4,9%,35%,3%,-19%,16%,C=CCOC(=O)C1=C(C)NC(=O)NC1c1cc2c(cc1Br)OCO2 (stereo not drawn)
u,-29%,u,-2,2%,5%,1%,-16%,-51%,Cc1c(CNCCc2ccc(Cl)cc2)c(C(=O)O)c(C)n1Cc1ccccc1
-30%,-16%,u,10,-9%,3%,-13%,-5%,-20%[59 µM],Cc1ccc(S(=O)(=O)CC(=O)c2ccc([N+](=O)[O-])cc2)cc1
-39%,-19%,-7%,-1,8%,28%,-7%,4%,25µM*,Cc1ccc(NC(=O)Cc2c[nH]c3ccccc23)cc1S(=O)(=O)N1CCCCCC1
-6%,u,u,-4,5%,u,0%,-27%[11.4 µM],25µM*,CCn1c(=O)c(C(=O)CN(C)Cc2cccc(OC)c2OC)c(N)n(Cc2ccccc2)c1=O
5%,30%,0%,1,0%,82%,3%,-20%,17%,CCOC(=O)c1cn2nc(-c3ccc(OCC)cc3)cc2nc1C1CCN(C(=O)OC(C)(C)C)CC1
9%,-5%,-4%,-5,13%,63%[activator],-4%,-19%[56.9 µM],9%[59 µM],CC12COC3(C(=O)N4CCN(c5ccccn5)CC4)CC1CCC32C (stereo not drawn)
79µM*,u,-10%,-6,-5%,-7%,-10%,-8%[11.4 µM],-29%,COc1ccc(/C(C)=N/NC(=O)CNC(=O)/C=C\c2ccco2)cc1
-3%,-10%,-10%,-22,8%,44%[activator],-4%,-7%,23%,O=C(Nc1ccc(F)cc1)Nc1ccccc1F
-2%,0%,4%,4,-17%,63%[activator],17%,-2%[56.9 µM],x,C[C@]12C[C@H](O)[C@@H]3c4ccc(O)cc4CCC3[C@@H]1CCC2=O (stereo partly drawn)
x,-9%,14%,-2,0%,14%[57 µM],3%,13%,x,O=C(O)C1Oc2ccccc2C1c1ccccc1 (stereo not drawn)
-13%,-34%,0%,-11,-2%,15%,8%,-7%,45µM*,CCn1c(-c2cc(Br)cc(OC)c2O)nc2cc(S(=O)(=O)N(C)C)ccc21
-3%,-9%,-18%,0,10%,11%[57 µM],-9%,11%,18%[59 µM],O=C(Cc1cccc([N+](=O)[O-])c1)NCc1nc2cccnc2n1Cc1ccc(F)cc1
u,56µM*,u,7,15%,-44%,29%,6%,35µM*,COc1cccc(-c2nc(N3CCC(C)CC3)c3ccccc3n2)c1O
-8%,-6%,-48%,-5,13%,19%,-25%,-2%,-17%,Cn1c(=N)n(CC(=O)c2ccc(F)cc2)c2ccccc21
4%,-24%,17%,-7,6%,38%,-2%,-7%,-4%,COC(=O)CN1C(=O)C(O)(CC(=O)c2ccc(Br)cc2)c2ccccc21 (stereo not drawn)
43%[activator],36%,-8%,-3,-1%,67%[activator],9%,11%,7%[59 µM],CCC1CN(C(=O)Nc2cccc3c2CCCC3)c2cc(Cl)ccc2O1 (stereo not drawn)
-8%,-12%,-22%,-9,2%,38%,-2%,-43%,-47%[59 µM],CN(C)S(=O)(=O)c1ccc(-c2cn3ccccc3n2)cc1
-37%,-12%,-19%,1,u,5%,-5%,-18%,-28%,COc1ccc(-c2noc(CN(C(=O)c3ccc4c(c3)OCO4)C(C)C)n2)cc1OC
u,-22%,x,1,23%,19%,0%,17%,22µM*,Cc1[nH]n(-c2ccccc2)c(=O)c1N=Nc1c(Cl)cccc1Cl
32%[activator],-12%,10%,-2,-4%,25%,-6%,-4%,-21%,CCc1nnc(NC(=O)CCC(=O)O)s1
0%,-17%,-7%,-3,9%,24%,2%,-2%,78%[activator],O=C(NCc1cccc2[nH]ccc12)C1CCC(=O)N(CCc2ccccc2)C1 (stereo not drawn)
6%,-8%,-11%,2,-16%,24%,-5%,17%,-2%[12.7 µM],COc1ccc(C(=O)NCCn2cc(SCC(=O)N3CCOCC3)c3ccccc32)cc1
-3%&5%,-17%&-1%,8%&1%,3&4,-6%&-1%,23%&37%,7%&6%,41%[11.4 µM],0%[59 µM],CC(C)(CC(=O)OCC(=O)Nc1ccccc1F)CC1=NS(=O)(=O)c2ccccc2N1
x,-26%,4%,-3,6%,21%,20%,0%,x,COc1cc(NC(=O)COC(=O)C2CC(O)CN2S(=O)(=O)c2ccc(Cl)cc2)c(C)cc1[N+](=O)[O-] (stereo not drawn)
-24%,-20%,u,-2,9%,9%,23%,12%,-3%,COc1ccc(-c2coc3cc(O)cc(O)c3c2=O)cc1
5%,-20%,5%,7,-7%,36%,-2%,-4%,8%[0.501 µM],CN1CCNC(=O)C1CC(=O)NCCc1ccccc1F (stereo not drawn)
3%,-2%,-23%,-3,10%,27%[57 µM],2%,-4%,13%[59 µM],CCOc1ccc(CNS(=O)(=O)c2ccc3[nH]c(=O)ccc3c2)cc1
-33%,-35%,11%,-3,-8%,0%,19%,17%,12%,CCCn1c(NCc2ccc(C)o2)nc2ccccc21
3%,-19%,7%,1,10%,13%,-2%,6%,-14%,Cc1ccc(-c2nc(CS(=O)CC(=O)NCCCN3CC(C)CC(C)C3)c(C)o2)cc1 (stereo not drawn)
x,-14%,-19%,-6,1%,-18%,20%,-20%,x,COc1c(F)c(F)c(-c2csc(N)n2)c(F)c1F
1%,11%,-4%,5,-8%,32%,-4%,2%,13%[12.7 µM],CCOc1nc(N2CCCCC2)nc(-n2cc(-c3ccccc3)nn2)n1
14µM*,35µM*,-24%,-1,-11%,u,9%,-17%,7.1µM*,CCOC(=O)c1cnc2ccc(Cl)cc2c1Nc1ccc(N2CCOCC2)cc1
